ATG4B inh – ATG4B (human) cysteine protease inhibition; Q9Y4P1; ATG4B cleavage of LC3-PLA2, NBD-HPC fluorescence, 1 h; inhibition, % at 8.33 µM; hit rate 0.51% among 340,000; in the data active = inhibition above about 40%
Target sequence (Q9Y4P1 whole entry, looked up): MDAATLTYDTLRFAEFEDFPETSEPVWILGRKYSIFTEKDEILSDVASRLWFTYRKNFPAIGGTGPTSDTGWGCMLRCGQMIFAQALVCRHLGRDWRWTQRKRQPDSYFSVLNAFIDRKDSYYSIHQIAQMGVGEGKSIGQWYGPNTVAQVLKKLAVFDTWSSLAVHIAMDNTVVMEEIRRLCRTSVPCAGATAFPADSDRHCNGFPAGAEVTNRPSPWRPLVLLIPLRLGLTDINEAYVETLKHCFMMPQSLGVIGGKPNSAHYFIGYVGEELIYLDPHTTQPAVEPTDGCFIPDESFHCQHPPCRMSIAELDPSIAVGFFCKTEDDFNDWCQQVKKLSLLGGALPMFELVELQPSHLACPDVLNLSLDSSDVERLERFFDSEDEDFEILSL
SENP6 inh – blocks the human protease SENP6 | hit rate 1.8% among 330,000 | inhibition, % at 10 µM | Q9GZR1 | Recombinant SENP6 catalytic domain, aminoluciferin luminescence;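 active = inhibition above about 50% at the single tested dose, limit read from the data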;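 also: plate controls were DMSO wells with enzyme for no effect and DMSO wells lacking enzyme for full effect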
Target sequence (Q9GZR1 628-1112 limits assumed): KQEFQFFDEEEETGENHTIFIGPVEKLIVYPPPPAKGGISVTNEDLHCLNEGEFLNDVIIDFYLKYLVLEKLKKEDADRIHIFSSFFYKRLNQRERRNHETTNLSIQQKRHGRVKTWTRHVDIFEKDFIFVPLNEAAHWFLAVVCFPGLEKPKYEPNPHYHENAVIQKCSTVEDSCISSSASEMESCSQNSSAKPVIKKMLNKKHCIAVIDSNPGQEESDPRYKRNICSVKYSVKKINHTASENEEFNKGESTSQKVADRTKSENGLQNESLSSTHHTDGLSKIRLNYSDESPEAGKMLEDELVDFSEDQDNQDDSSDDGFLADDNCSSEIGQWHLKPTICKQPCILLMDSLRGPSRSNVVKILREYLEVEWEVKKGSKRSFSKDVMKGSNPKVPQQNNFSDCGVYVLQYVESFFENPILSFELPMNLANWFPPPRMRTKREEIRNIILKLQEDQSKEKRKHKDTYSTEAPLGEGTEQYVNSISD
PfG6PD inh – PfG6PD (Plasmodium falciparum) enzyme inhibition; AID 504690; PfGluPho enzyme, NADPH resazurin-diaphorase fluorescence; inhibition, % at 20 µM; hit rate 0.78% among 350,000;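 active = inhibition reaching at least a set limit at 20 µM in the primary screen, cut at about 59% in these data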;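 also: 0% = DMSO wells with substrate and 100% = DMSO wells lacking glucose-6-phosphate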
SENP7 inh – blocks the human protease SENP7. Q9BQF6. recombinant SENP7, Z-RLRGG-aminoluciferin luminescence, 40 min. inhibition, % at 5 µM. hit rate 1.5% among 330,000;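 active = inhibition above about 50% at the single test dose, limit read from the data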;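 also: plate controls were DMSO with enzyme for no effect and no enzyme buffer wells for full effect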
HKDC1 inh – blocks human hexokinase HKDC1 activity; Q2TB90; hit rate 0.16% among 340,000; recombinant HKDC1, G6PDH/diaphorase resazurin coupled fluorescence; inhibition, % at 20 µM; AID 493160;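 active = inhibition above about 35% when tested at 20 µM, limit read from the data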;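 also: plate controls were DMSO wells with enzyme for no effect and DMSO wells lacking enzyme for full effect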
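Incubation: 90 min at room temperature in dark / Material: recombinant HKDC1 (HK5) hexokinase enzyme, produced in-house / Quantity: enzyme 5 µg/mL final / Compound: one dose of 20 µM, 1% DMSO / Reagent: glucose and ATP substrates / Buffer or medium: Tris pH 8.0 buffer with MgCl2, Tween-20, BSA, BME / Technique: resorufin fluorescence at 613 nm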
SENP8 block – blocks human SENP8 cleavage of Nedd8 substrate | Q96LD8 | recombinant SENP8, Nedd8 substrate fluorescence | inhibition, % at 20 µM | hit rate 0.64% among 360,000 | AID 602440; in the data active = inhibition mostly above about 40%, no sharp cut-off; inactive = mostly below about 27%
Target sequence (Q96LD8 whole entry, looked up): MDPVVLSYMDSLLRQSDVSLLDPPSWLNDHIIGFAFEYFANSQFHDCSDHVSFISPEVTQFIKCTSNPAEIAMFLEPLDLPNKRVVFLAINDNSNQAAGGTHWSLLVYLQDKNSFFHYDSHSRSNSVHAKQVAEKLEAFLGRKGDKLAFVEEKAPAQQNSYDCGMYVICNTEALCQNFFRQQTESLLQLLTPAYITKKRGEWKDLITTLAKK
GRIN3A LBD mod – modulates the human NR3A ligand-binding domain; Tm shift relative to glycine control, % at 25 µM; hit rate 2.5% among 340,000; NR3A LBD differential scanning fluorimetry, Tm shift; 0% = protein alone, 100% = glycine-bound protein; AID 1259313;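 active = melting temperature shift of at least 10% of the positive control shift, at one fixed dose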
MPTP inh – inhibitors of mitochondrial permeability transition pore | hit rate 1.4% among 360,000 | inhibition, % at 10 µM | isolated mouse mitochondria, Ca2+ swelling absorbance, 30 min | AID 602449;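 active = inhibition of 50% or more, scaled per plate between neutral and stimulator controls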;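 also: 0% = DMSO wells given calcium and 100% = 1 mM EGTA wells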
An asterisk follows results filed as active.

Start of the listing, in advance:
How did O=S1(=O)C=C(SCCN2CCCCC2)c2ccccc21 do in these assays?
ATG4B inh: 5; SENP6 inh: -1; PfG6PD inh: 2; SENP7 inh: 0; HKDC1 inh: -2; SENP8 block: 21; GRIN3A LBD mod: 1; MPTP inh: -5.0

How did O=C(CN1CCOCC1)Nc1ncc(Cc2cccc(Cl)c2)s1 do in these assays?
ATG4B inh: -2; SENP6 inh: -19; PfG6PD inh: 3; SENP7 inh: -2; HKDC1 inh: -8; SENP8 block: 9; GRIN3A LBD mod: 0; MPTP inh: 0.1

What do the screens show for `Cc1ccccc1C(=O)Nc1ccnn1C1CCN(Cc2cnn(C(C)C)c2)CC1`?
ATG4B inh: 6; SENP6 inh: -5; PfG6PD inh: -15; SENP7 inh: 9; HKDC1 inh: 5; SENP8 block: 6; GRIN3A LBD mod: -1; MPTP inh: 1.6

The whole of this part, from the first entry:
How did O=S1(=O)C=C(SCCN2CCCCC2)c2ccccc21 do in these assays?
ATG4B inh: 5; SENP6 inh: -1; PfG6PD inh: 2; SENP7 inh: 0; HKDC1 inh: -2; SENP8 block: 21; GRIN3A LBD mod: 1; MPTP inh: -5.0

How did O=C(CN1CCOCC1)Nc1ncc(Cc2cccc(Cl)c2)s1 do in these assays?
ATG4B inh: -2; SENP6 inh: -19; PfG6PD inh: 3; SENP7 inh: -2; HKDC1 inh: -8; SENP8 block: 9; GRIN3A LBD mod: 0; MPTP inh: 0.1

What do the screens show for `Cc1ccccc1C(=O)Nc1ccnn1C1CCN(Cc2cnn(C(C)C)c2)CC1`?
ATG4B inh: 6; SENP6 inh: -5; PfG6PD inh: -15; SENP7 inh: 9; HKDC1 inh: 5; SENP8 block: 6; GRIN3A LBD mod: -1; MPTP inh: 1.6

How did CC(C)(C)c1ccccc1NC(=O)c1ccc(-n2cncn2)c([N+](=O)[O-])c1 do in these assays?
ATG4B inh: 11; SENP6 inh: -8; PfG6PD inh: 13; SENP7 inh: 0; HKDC1 inh: 1; SENP8 block: 13; MPTP inh: -1.3

Results for CCOc1ccc(N(CC(=O)Nc2ccc(OC)cc2)S(=O)(=O)c2c(C)[nH]c(=O)[nH]c2=O)cc1 ?
ATG4B inh: -5; SENP6 inh: -6; PfG6PD inh: 5; SENP7 inh: 3; HKDC1 inh: -2; SENP8 block: 14; GRIN3A LBD mod: -2; MPTP inh: -0.1

How did C=CCN(C(=O)COc1ccccc1)c1nnc(-c2ccncc2)s1 do in these assays?
ATG4B inh: -11; SENP6 inh: -7; PfG6PD inh: 1; SENP7 inh: -4; HKDC1 inh: -9; SENP8 block: -43; GRIN3A LBD mod: 1; MPTP inh: -1.6

Results for COC(=O)C1=C(C(=O)OC)C(c2cc(Br)ccc2O)c2sc(=O)[nH]c2S1 (stereo not drawn) ?
ATG4B inh: 12; PfG6PD inh: -25; HKDC1 inh: 15; SENP8 block: 14; GRIN3A LBD mod: -24; MPTP inh: 3.3

How did O=c1c2cc(Br)ccc2nc(-c2ccccc2)n1O do in these assays?
ATG4B inh: 18; SENP6 inh: 62*; PfG6PD inh: -12; SENP7 inh: -3; HKDC1 inh: 0; SENP8 block: -3; GRIN3A LBD mod: 0; MPTP inh: 0.4

How did CN1CCC(OC(=O)COc2ccccc2)CC1 do in these assays?
ATG4B inh: -7; SENP6 inh: -10; PfG6PD inh: 5; SENP7 inh: -7; HKDC1 inh: -3; SENP8 block: 18; GRIN3A LBD mod: 1; MPTP inh: 0.6

What do the screens show for `CCc1ccc(NC(=O)CSc2nc(N)c(NC(=O)c3ccc(F)c(F)c3)c(=O)[nH]2)cc1`?
ATG4B inh: 1; SENP6 inh: -12; PfG6PD inh: -10; SENP7 inh: 5; HKDC1 inh: -3; SENP8 block: 6; GRIN3A LBD mod: 4; MPTP inh: 0.6

How did CCOC(=O)c1cc2c(ccc3nc(C)c(C)c32)[nH]c1C do in these assays?
ATG4B inh: 1; SENP6 inh: -25; PfG6PD inh: 4; SENP7 inh: -4; HKDC1 inh: 4; SENP8 block: -260; GRIN3A LBD mod: 0; MPTP inh: 0.2

How did O=S(=O)(N1CCCCCC1)N1CCN(S(=O)(=O)N2CCCCC2)CC1 do in these assays?
ATG4B inh: -1; SENP6 inh: -3; PfG6PD inh: 6; SENP7 inh: 1; HKDC1 inh: -6; SENP8 block: 6; GRIN3A LBD mod: -11; MPTP inh: 0.3

What do the screens show for `Cc1ccc(/C=C2\C(=O)NC(=O)N2C)o1`?
ATG4B inh: 3; SENP6 inh: -2; PfG6PD inh: 21; SENP7 inh: 8; HKDC1 inh: -1; SENP8 block: 3; GRIN3A LBD mod: 0; MPTP inh: -0.1

What do the screens show for `O=C(COC(=O)C1CC1)c1c[nH]c2ccccc12`?
ATG4B inh: 11; SENP6 inh: 11; PfG6PD inh: 10; SENP7 inh: 2; HKDC1 inh: 13; SENP8 block: 17; GRIN3A LBD mod: 2; MPTP inh: -0.7

How did CC(C)(C)OC(=O)N1CCCC(C(=O)Nc2cccc(C(=O)NCCCc3ccccc3)c2)C1 (stereo not drawn) do in these assays?
PfG6PD inh: 9; HKDC1 inh: -1; SENP8 block: 2; GRIN3A LBD mod: 0; MPTP inh: 0.1

How did CCOC(=O)COc1ccc2c(c1)c(C(C)=O)c(C)n2-c1ccc(OC)cc1 do in these assays?
ATG4B inh: 6; SENP6 inh: -27; PfG6PD inh: 7; SENP7 inh: 3; HKDC1 inh: 3; SENP8 block: 3; GRIN3A LBD mod: -3; MPTP inh: -0.3

Results for CN(C)c1nc(OCCNC(=O)Nc2ccccc2)nc(N2CCOCC2)n1 ?
ATG4B inh: 0; SENP6 inh: 2; PfG6PD inh: -5; SENP7 inh: 2; HKDC1 inh: 0; SENP8 block: 30; GRIN3A LBD mod: -2; MPTP inh: -3.4

What do the screens show for `Cc1ccc(C)c2nc(Cl)c(C#N)cc12`?
ATG4B inh: -9; SENP6 inh: -32; PfG6PD inh: -7; SENP7 inh: -10; HKDC1 inh: -10; SENP8 block: -451; GRIN3A LBD mod: 1; MPTP inh: -0.7

How did Cc1cccc(C)c1OCC(=O)Nc1ccccc1C(=O)N1CCOCC1 do in these assays?
ATG4B inh: 8; SENP6 inh: -20; PfG6PD inh: -14; SENP7 inh: -4; HKDC1 inh: -8; SENP8 block: 14; GRIN3A LBD mod: 0; MPTP inh: -0.2

What do the screens show for `CCCC1=C(C(=O)OCC)C(c2cccs2)n2ncnc2N1` (stereo not drawn)?
ATG4B inh: 1; SENP6 inh: -6; PfG6PD inh: -5; SENP7 inh: 6; HKDC1 inh: 3; SENP8 block: 1; GRIN3A LBD mod: 1; MPTP inh: -0.4

How did Cc1cccc(N=C2N=C(N)c3ccccc32)c1 do in these assays?
ATG4B inh: 1; SENP6 inh: -18; PfG6PD inh: 2; SENP7 inh: -6; HKDC1 inh: -2; SENP8 block: 5; GRIN3A LBD mod: -1; MPTP inh: 0.5

Results for O=C(O)CC(Cc1ccccc1)C(=O)NCC12CC3CC(CC(C3)C1)C2 (stereo not drawn) ?
ATG4B inh: 12; SENP6 inh: 4; PfG6PD inh: -3; SENP7 inh: 4; HKDC1 inh: -9; SENP8 block: 6; GRIN3A LBD mod: -2; MPTP inh: -1.0

What do the screens show for `COC(=O)N1CCN(c2ccc(C(C)=O)cc2)CC1`?
ATG4B inh: 3; SENP6 inh: -17; PfG6PD inh: -12; SENP7 inh: -3; HKDC1 inh: -11; SENP8 block: -13; GRIN3A LBD mod: 0; MPTP inh: -0.1

Results for CCCCN(CC)Cc1ccc(CNC(=O)Nc2ccc(OC)cc2OC)o1 ?
ATG4B inh: 5; SENP6 inh: -1; PfG6PD inh: -10; SENP7 inh: 4; HKDC1 inh: -12; SENP8 block: 7; GRIN3A LBD mod: 0; MPTP inh: 0.3

Results for O=C(O)C1CN(C(=O)c2ccccc2)c2cc(Cl)ccc2O1 (stereo not drawn) ?
ATG4B inh: 2; SENP6 inh: -10; PfG6PD inh: -20; SENP7 inh: -6; HKDC1 inh: 1; SENP8 block: 12; GRIN3A LBD mod: -6; MPTP inh: 0.8

How did COc1ccc(-c2cc([C@H]3[C@H]4C=CC[C@@H](C)[C@@H]4C(=O)N3Cc3ccccc3)ccc2F)cc1OC do in these assays?
ATG4B inh: -4; SENP6 inh: 6; PfG6PD inh: 15; SENP7 inh: -5; HKDC1 inh: 2; SENP8 block: -38; GRIN3A LBD mod: 0; MPTP inh: -0.7

How did COc1ccc(OC)c(NC(=O)C2=C(C)Nc3ncnn3C2c2cccs2)c1 (stereo not drawn) do in these assays?
ATG4B inh: -2; SENP6 inh: -5; PfG6PD inh: -8; SENP7 inh: 6; HKDC1 inh: -2; SENP8 block: 12; GRIN3A LBD mod: 1; MPTP inh: -1.9

Results for COc1ccc(C)cc1NC(=O)C(OC(=O)CNC(=O)c1cc(C)cc(C)c1)c1ccccc1 (stereo not drawn) ?
ATG4B inh: -10; SENP6 inh: -29; PfG6PD inh: 11; SENP7 inh: -2; HKDC1 inh: 0; SENP8 block: 10; GRIN3A LBD mod: 0; MPTP inh: 3.0

How did COc1cc(NC(=O)c2ccc(-c3cccc(F)c3)o2)ccc1NC(=O)c1ccccc1Cl do in these assays?
ATG4B inh: -5; SENP6 inh: 10; PfG6PD inh: 1; SENP7 inh: 3; HKDC1 inh: 6; SENP8 block: -87; GRIN3A LBD mod: 23*; MPTP inh: 0.2

How did Cc1ccc(C)c(OCCOCCN2CCOCC2)c1 do in these assays?
ATG4B inh: -5; SENP6 inh: -9; PfG6PD inh: -5; SENP7 inh: 12; HKDC1 inh: -6; SENP8 block: 11; GRIN3A LBD mod: -8; MPTP inh: 0.1

How did CC(=O)Nc1sc(C)c(C)c1C(=O)OCC(=O)N(Cc1ccccc1)C(C)C do in these assays?
ATG4B inh: 9; SENP6 inh: 1; PfG6PD inh: -11; SENP7 inh: 0; HKDC1 inh: 0; SENP8 block: -59; GRIN3A LBD mod: 3; MPTP inh: -1.7

Results for Cc1c(C2OC(=O)C3(CCCCC3)C(=O)C2(C)C)c(=O)n(-c2ccccc2)n1C (stereo not drawn) ?
ATG4B inh: -4; SENP6 inh: -6; PfG6PD inh: 6; SENP7 inh: 3; HKDC1 inh: -4; SENP8 block: 12; GRIN3A LBD mod: -1; MPTP inh: 0.9

How did CC(/C=N\N1CCN(c2ccc(Cl)cc2)CC1)=C\c1ccccc1 do in these assays?
ATG4B inh: -5; SENP6 inh: 1; PfG6PD inh: 10; SENP7 inh: 4; HKDC1 inh: -2; SENP8 block: 9; GRIN3A LBD mod: -1; MPTP inh: -2.6

How did COc1cc(NC(=O)CN2C(=O)c3ccccc3S2(=O)=O)c(OC)cc1Cl do in these assays?
ATG4B inh: -17; SENP6 inh: -2; PfG6PD inh: -12; SENP7 inh: 2; HKDC1 inh: -2; SENP8 block: 13; GRIN3A LBD mod: 0; MPTP inh: 0.8

How did COC(=O)c1cc(-c2ccc(S(=O)(=O)N3CCCC3)cc2)c(C(F)(F)F)s1 do in these assays?
ATG4B inh: -5; SENP6 inh: -6; PfG6PD inh: 7; SENP7 inh: -3; HKDC1 inh: 3; SENP8 block: 6; GRIN3A LBD mod: 1; MPTP inh: 8.3

Results for COc1ccccc1OCC(=O)NNC(=O)CCCC(=O)NNC(=O)COc1ccccc1OC ?
ATG4B inh: -4; SENP6 inh: -5; PfG6PD inh: 4; SENP7 inh: 2; HKDC1 inh: -2; SENP8 block: 19; GRIN3A LBD mod: 0; MPTP inh: -0.6

How did O=S1(=O)N=C(c2ccccc2)C=C(c2ccccc2)N1 do in these assays?
ATG4B inh: -7; PfG6PD inh: -15; SENP7 inh: 3; HKDC1 inh: -2; SENP8 block: -174; GRIN3A LBD mod: 7; MPTP inh: -1.1

What do the screens show for `COc1ccc(C(=O)NCc2nnc(SCC(=O)NC3=NCCS3)n2C)cc1`?
ATG4B inh: 4; SENP6 inh: -17; PfG6PD inh: -16; SENP7 inh: -2; HKDC1 inh: -7; SENP8 block: 1; GRIN3A LBD mod: -2; MPTP inh: -0.3

High-throughput results (PubChem BioAssay)
